From PubChem BioAssay
Wnt act = activates Wnt/beta-catenin signaling in a reporter cell assay. activator, plate reader. activation, % at 9.35 µM. 300,000 tested, 1.2% active. AID 743398; in the data active = activation above about 30%, passing the limit was not always enough; inconclusive = no clear call, values can overlap the other calls;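 note: 0% = neutral control wells and 100% = positive control wells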
Ecoli viability = reduces bacterial viability in AddAB counter-screen | 330,000 tested, 0.27% active | inhibition, % at 11.9 µM | E. coli V3065 growth, OD600 absorbance, 18 h | AID 449728;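 active = inhibition above the campaign's mean inhibition across all tested compounds plus 3 SD, cut at about 9.9% in these data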;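 note: uninfected addAB+ strain grown without phage in ampicillin broth; 0% = DMSO wells and 100% = ciprofloxacin 0.95 µg/ml wells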
Tat export inh = inhibitors of E. coli Tat protein transport | E. coli MC4100 TorA-mCherry Tat export, fluorescence | inhibition, % at 10 µM | AID 488895 | 340,000 tested, 0.036% active;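 active = mean replicate inhibition at least 50% and at least half of replicates individually reaching 50%; inconclusive = only one of the two criteria met; inactive = neither criterion met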;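 note: exported cargo escapes ClpAP degradation while cytoplasmic cargo is degraded and loses fluorescence; 0% = median of neutral control wells and 100% = median of NaSCN control wells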
MITF act = MITF TRPM1 promoter activation in melanoma cells; SK-MEL-5 TRPM1-promoter luciferase, 24 h; % of positive control, neutral wells = 0; activation, % at 12.5 µM; 300,000 tested, 0.75% active; AID 588334;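 active = mean activation of at least 80% with every replicate also reaching 80%; inconclusive = mean reaches 80% but some replicate falls short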;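 note: 0% = neutral control wells and 100% = parthenolide positive control wells; values of inactives mirror those of a sister screen read the other way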
SR-BI DiI inh = inhibitors of mouse SR-BI mediated HDL lipid uptake; Q61009; ldlA[mSR-BI] CHO cells, DiI-HDL uptake fluorescence, 3 h; inhibition, % at 12.5 µM; 320,000 tested, 0.96% active;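 active = mean replicate inhibition of at least 70% and a set share of replicates each scoring 70 or more; inconclusive = meets just one of the two criteria; inactive = fails both criteria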;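 note: 0% = median of neutral control wells and 100% = median of positive control wells; values of inactives mirror those of a sister screen read the other way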
Target sequence (Q61009 whole entry, looked up): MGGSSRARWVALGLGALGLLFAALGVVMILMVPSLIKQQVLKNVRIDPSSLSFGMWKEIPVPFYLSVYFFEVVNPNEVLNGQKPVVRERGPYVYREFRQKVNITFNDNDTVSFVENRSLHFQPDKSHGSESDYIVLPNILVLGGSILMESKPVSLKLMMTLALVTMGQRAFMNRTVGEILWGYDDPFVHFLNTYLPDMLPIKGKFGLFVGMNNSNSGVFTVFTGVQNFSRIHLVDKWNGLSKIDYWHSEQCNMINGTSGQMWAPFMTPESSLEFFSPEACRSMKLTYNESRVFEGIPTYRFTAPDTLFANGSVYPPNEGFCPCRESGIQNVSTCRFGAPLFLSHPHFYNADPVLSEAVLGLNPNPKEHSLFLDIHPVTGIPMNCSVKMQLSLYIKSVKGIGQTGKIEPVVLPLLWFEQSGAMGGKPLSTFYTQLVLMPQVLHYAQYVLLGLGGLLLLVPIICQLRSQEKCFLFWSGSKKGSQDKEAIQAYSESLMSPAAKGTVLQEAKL
AddAB inh = less growth of phage-infected E. coli with AddAB. E. coli expressing H. pylori AddAB, absorbance growth. inhibition, % at 11.9 µM. 330,000 tested, 0.29% active. AID 435030; in the data active = inhibition above about 12%;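 note: 0% = vehicle wells of infected cells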
CAL PDZ FP-1 = blocks peptide binding to human CAL PDZ domain | Q9HD26 | purified CAL PDZ, TMR-peptide fluorescence polarization, 1 h | inhibition, % at 20 µM | 330,000 tested, 0.02% active | AID 504414;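 active = highest replicate inhibition of at least 40%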;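 note: plate controls were DMSO neutral control wells for no effect and unlabeled competitor peptide control wells for full effect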
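Test system: purified CerCALP PDZ construct; Compound dosing: one concentration, 20 µM compound; Also added: TMR-labelled reporter peptide T*-PRC34 bound in PDZ groove; Read-out: inhibition from polarization loss; Controls: unlabelled peptide and DMSO controls; Signal: FP readout, S and P plane fluorescence; Incubation: 1 h at RT.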
SR-BI DiI-HDL act = activators of SR-BI mediated HDL lipid uptake; CHO ldlA[mSR-BI] cells, DiI-HDL uptake fluorescence, 3 h; 100 = double the neutral-control signal; activation, % at 12.5 µM; AID 504775; 320,000 tested, 0.096% active;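 active = mean replicate activation of at least 60% and every replicate at or above 60%; inconclusive = mean or all-replicate condition met, but not both; inactive = mean below 60% and not all replicates reaching 60%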;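 note: 0% = median plate neutral-control signal and 100% = twice that signal; values of inactives mirror those of a sister screen read the other way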
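System: LDL receptor-deficient CHO ldlA cells overexpressing murine SR-BI | Timing: 3 h uptake period with compound, 37 °C | Medium: HEPES-buffered (25 mM, pH 7.4) F12 plus 0.5% BSA | Dosing: Single-point compound dose | Signal: Bottom-read fluorescence, 550/595 nm | Read-out: Retained DiI signal reflecting DiI-HDL uptake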
CAL PDZ FP-2 = CAL PDZ (human) peptide binding inhibition; purified CAL PDZ, TMR-peptide fluorescence polarization, 1 h; inhibition, % at 24.9 µM; 300,000 tested, 0.92% active; AID 602252;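 active = mean inhibition of at least 30% with at least half of replicates also reaching 30%; inconclusive = no clear call, values can overlap the other calls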;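 note: 0% = DMSO neutral control and 100% = excess unlabeled competitor peptide PRC23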
phage Ecoli inh = E. coli growth loss with phage present. 360,000 tested, 0.26% active. AID 651602. inhibition, % at 11.9 µM. growth absorbance; in the data active = inhibition above about 11%
* marks the source's active call; other numbers are inactive results; ? = inconclusive; . = no result given.

SMILES	Wnt act	Ecoli viability	Tat export inh	MITF act	SR-BI DiI inh	AddAB inh	CAL PDZ FP-1	SR-BI DiI-HDL act	CAL PDZ FP-2	phage Ecoli inh
N#CC1(c2cccc(Br)c2)C(=O)Nc2ccccc21 (centres undefined)	-3	.	-6	-4	-17	.	-1.3	17	.	3.5
CCOC(=O)c1c(NC(=S)NNS(=O)(=O)c2ccc(Br)cc2)sc2c1CCCCC2	2	0.7	1	-4	19	1.5	-3.8	-19	-1	-0.2
CNc1nc(SC)nc2ccccc12	-2	2.0	4	-7	4	1.1	-1.5	-4	.	4.0
Cc1c(C(=O)OCC(=O)Nc2ccc3c(c2)OCO3)cccc1[N+](=O)[O-]	.	0.2	-18	4	-10	1.7	-1.3	10	-6	0.7
N#CCCC12CCCCC1=Nc1ccccc12 (centres undefined)	-7	-1.5	12	.	9	3.6	.	-9	-1	0.6
Cc1ccc(NC2=CC(=O)CC(c3ccco3)C2)c(N)c1 (centres undefined)	.	1.0	-2	-11	-8	-0.4	-0.7	8	0	1.1
CCOC(=O)C1CCN(c2c(NC3CCCc4ccccc43)c(=O)c2=O)CC1 (centres undefined)	-4	-0.9	-4	2	13	-2.6	-0.6	-13	-4	0.8
Cc1ccc(OCC(=O)N2CCOCC2)c([N+](=O)[O-])n1	-1	1.6	4	-7	-3	2.7	-2.1	3	-2	0.3
CC(=O)c1c(N2CCN(C(=O)C3CCCO3)CC2)nc(=S)n(-c2ccccc2)c1C (centres undefined)	-2	-3.2	-9	7	-2	-0.2	-0.8	2	-17	0.5
CC(C)Sc1nc2c(c(=O)[nH]c(=O)n2C)n1Cc1ccccc1	1	0.8	2	.	-26	3.7	-0.4	26	.	-1.8
Cn1c(N)c(C(=O)COC(=O)COc2cccc(Br)c2)c(=O)n(C)c1=O	-4	-2.4	-2	-7	-30	-0.8	-3.5	30	2	1.4
N/C(=N\OC(=O)c1ccncc1)c1cccc([N+](=O)[O-])c1	14	-0.1	-10	.	-10	1.0	1.0	10	-6	1.3
CCc1cccc(NC(=O)CCc2nc(-c3cccs3)no2)c1	-3	0.2	7	-10	7	2.3	0.3	-7	.	2.5
O=c1[nH]c(=S)n(C2CCCCC2)c(O)c1C=NCCN1CCOCC1	-3	-0.5	5	.	-18	-0.4	0.8	18	7	2.2
CCOC(=O)C(=O)Nc1ccc(S(=O)(=O)N2CCOCC2)cc1OC	-5	0.1	-4	-9	-11	0.5	-0.1	11	14	0.3
O=C(CSc1nc2cc(C(F)(F)F)ccc2n1Cc1ccccc1)NC1CCS(=O)(=O)C1 (centres undefined)	-1	3.0	8	15	-51	4.0	-3.3	51	0	2.1
O=C(CCCC(=O)c1ccccc1)Nc1ccc(O)cc1	3	1.5	1	-11	-21	0.2	.	21	-2	2.4
O=C(COc1ccc2oc3c(c2c1)CCCC3)Nc1ccccn1	40*	-1.1	0	65	-29	1.8	-0.9	29	-4	2.5
CCOC(=O)/C=C/C(=O)NNC(=O)c1ccccc1Cl	-5	-2.3	-7	3	-29	4.0	-1.5	29	0	3.5
COC(=O)Nc1ccc2c(c1)N(C(=O)CCN1CCOCC1)c1ccccc1S2	-4	0.2	?	-5	0	1.1	-0.6	0	6	1.2
CCN(c1ccccc1)S(=O)(=O)c1ccc(C(=O)N2CC(C)CC(C)C2)cc1 (centres undefined)	-2	0.2	8	-3	55	2.2	-2.3	-55	3	0.7
N/C(=N\NS(=O)(=O)c1ccccc1Cl)c1ccccn1	-1	1.7	19	8	-11	3.3	-1.0	11	-2	3.5
COc1ccc(N(CC(=O)Nc2cc(OC)ccc2OC)S(C)(=O)=O)cc1	-6	-0.2	0	-1	8	3.1	-0.7	-8	0	1.2
Cc1nnc(SCC(=O)Nc2ccc(N3CCOCC3)cc2)n1-c1ccccc1	.	0.5	7	-4	-14	3.6	-0.2	14	-3	1.7
CS(=O)(=O)N(CC(=O)Nc1cccc(Br)c1)Cc1ccccc1	-2	.	-1	.	-6	.	-0.4	6	-4	0.0
COc1cc2c(cc1OC)C(/C(C#N)=N\O)=NC(C)(C)C2	8	0.1	-8	12	-37	2.0	-2.3	37	0	0.5
COc1cc(NC(=O)COC(=O)Cc2ccsc2)cc(OC)c1	3	-2.6	2	8	9	1.3	-5.1	-9	-2	2.9
COc1cc([N+](=O)[O-])ccc1N1C(=O)C2C3C=CC(C4CC34)C2C1=O (centres undefined)	2	1.9	7	-5	0	3.4	-0.3	0	-2	3.9
CC(C)c1ccc(S(=O)(=O)N2CCN(C(=O)CN3C(=O)NC4(CCCC4)C3=O)CC2)cc1	1	-0.5	-15	1	-19	-1.1	-1.2	19	0	0.7
O=C1C2C3C=CC(CC3)C2C(=O)N1c1ccccc1F (centres undefined)	2	1.7	-1	1	-21	3.7	-1.0	21	-5	0.0
C/C(=N\NC(=O)c1ccc(NS(=O)(=O)c2cccs2)cc1)c1ccccc1	-1	-1.2	-7	-1	36	-1.3	-2.6	-36	-5	1.9
O=C1OC2(c3ccccc3)C3CCCC2C13	.	1.2	-15	-4	3	1.3	-0.4	-3	-2	1.4
COc1ccc(NC(=O)CSCC(=O)N(C)CC(=O)Nc2ccc(Cl)c(C(F)(F)F)c2)cc1	-1	4.0	4	2	-6	3.8	-1.6	6	-3	0.7
O=C(Nc1nc(=O)[nH]s1)c1ccccc1	0	0.6	6	-8	-11	4.1	-5.3	11	-8	4.3
CC(=O)c1ccc(NS(=O)(=O)c2ccccc2)cc1	.	-1.4	-2	6	-20	0.9	-1.9	20	0	3.8
CCOC(=O)C1=C(c2ccccc2)c2ccccc2OC1C(=O)OCC (centres undefined)	-2	1.4	4	2	14	-0.6	-0.6	-14	-2	2.8
CN(C)c1ccc(C2CNC(c3ccc(Cl)c([N+](=O)[O-])c3)c3[nH]c4ccccc4c32)cc1 (centres undefined)	-1	1.0	-1	-9	.	2.5	-2.4	.	-2	8.2
CCCCc1nnc(NC(=O)CSc2nc(=O)cc(N)n2-c2ccccc2)s1	-2	-1.5	14	0	34	1.1	.	-34	-4	3.4
Cc1ccc2nc(SC(C)C(=O)NC3CCCC3)[nH]c2c1 (centres undefined)	-8	1.6	6	-8	0	0.7	-0.9	0	-5	3.2
CCCCC(CC)CNC(=O)c1ncn[nH]1 (centres undefined)	-1	1.1	-3	-2	28	1.3	-2.2	-28	3	4.6

Compound profiles, from the list above.
`Cc1c(C(=O)OCC(=O)Nc2ccc3c(c2)OCO3)cccc1[N+](=O)[O-]` is entered as Wnt act = .; Ecoli viability = 0.2; Tat export inh = -18; MITF act = 4; SR-BI DiI inh = -10; AddAB inh = 1.7; CAL PDZ FP-1 = -1.3; SR-BI DiI-HDL act = 10; CAL PDZ FP-2 = -6; phage Ecoli inh = 0.7
`COc1ccc(NC(=O)CSCC(=O)N(C)CC(=O)Nc2ccc(Cl)c(C(F)(F)F)c2)cc1` is entered as Wnt act = -1; Ecoli viability = 4.0; Tat export inh = 4; MITF act = 2; SR-BI DiI inh = -6; AddAB inh = 3.8; CAL PDZ FP-1 = -1.6; SR-BI DiI-HDL act = 6; CAL PDZ FP-2 = -3; phage Ecoli inh = 0.7

The listing picks up, repeating the three entries before the break.
SMILES	Wnt act	Ecoli viability	Tat export inh	MITF act	SR-BI DiI inh	AddAB inh	CAL PDZ FP-1	SR-BI DiI-HDL act	CAL PDZ FP-2	phage Ecoli inh
CCCCc1nnc(NC(=O)CSc2nc(=O)cc(N)n2-c2ccccc2)s1	-2	-1.5	14	0	34	1.1	.	-34	-4	3.4
Cc1ccc2nc(SC(C)C(=O)NC3CCCC3)[nH]c2c1 (centres undefined)	-8	1.6	6	-8	0	0.7	-0.9	0	-5	3.2
CCCCC(CC)CNC(=O)c1ncn[nH]1 (centres undefined)	-1	1.1	-3	-2	28	1.3	-2.2	-28	3	4.6
N#C/C(=C\c1ccc(Cl)c([N+](=O)[O-])c1)c1ccccn1	-1	2.5	-1	0	-1	-0.3	-5.6	1	-3	1.1
C[C@H](CO)N1C[C@H](C)[C@@H](CN(C)C(=O)NC2CCCCC2)Oc2ccc(NC(=O)Cn3cnnn3)cc2C1=O	-1	-0.3	1	2	-17	1.4	-0.3	17	-1	0.3
O=C(NCCSCc1ccco1)Nc1cc(Cl)cc(Cl)c1	11	2.3	5	9	23	2.2	-0.8	-23	.	5.2
CCOC(=O)C1CCN(C(=O)CSc2cc(=O)n(C)c3ccccc23)CC1	.	-3.0	-3	0	20	0.3	-1.4	-20	2	2.2
Cc1c(CCC(=O)N2CCC(C(=O)NCCCCCC(=O)O)CC2)c(=O)oc2cc3oc4c(c3cc12)CCCC4	2	0.8	-5	1	-2	0.0	-5.1	2	-13	1.4
O=C(CN(Cc1ccc(F)cc1)C(=O)C1CSC(=O)C1)NC1CCCCC1 (centres undefined)	1	-1.1	-3	8	6	-0.6	-3.2	-6	.	-2.9
Fc1ccc(CNC(=S)Nc2ccc(OC(F)F)cc2)cc1	1	1.8	-1	-7	-1	1.4	-1.6	1	0	6.7
CCOc1ncccc1C(=O)Nc1nc(C(C)(C)C)cs1	-1	-0.6	3	5	18	4.4	-2.3	-18	-6	1.7
CCN(CC)C(=O)c1[nH]cnc1C(=O)Nc1ccc(C)cc1	4	-0.3	3	-1	11	0.3	-1.0	-11	-1	3.9
Fc1ccc(Cn2nnnc2CN2CCN(C3CCCC3)CC2)cc1	-4	-0.4	1	.	-28	3.0	0.1	28	-5	-0.2
